S3 lipid droplet = qHTS Assay for Lipid Storage Modulators in Drosophila S3 Cells | Drosophila S3 cells, BODIPY lipid droplet fluorescence, 18-24 h; cells fed with added oleic acid | lipid storage change, negative = inhibition, % at the top dose, mostly 46.1 µM; hits show Potency in µM | hit rate 0.64% among 320,000; active = well fitted inhibition curve with a large enough effect in the signal ratio, with a control signal flat, not every such curve was filed as active; inconclusive = small, poorly fitted or top-dose-only effect, or effect the other way, or a change in a side signal; the % refers to the signal ratio
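Laser-scanning cytometry quantifies lipid droplet accumulation (500–530 nm total intensity; droplet/cell object ratio) in oleic acid-fed (400 uM added) Drosophila S3 cells treated with a concentration series. 20 uM Triacsin C defined 100% inhibition.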
S3 lipid droplet cell count max = recorded beside S3 lipid droplet, whose call it bears; cell number change, %; measured here: cell count max response;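 cells counted by Cell Tracker Red CMTPX staining in the red channel; peak over a dose series mostly up to 46.1 µM; percent activity relative to internal control wells on each plate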
Active calls of the source: *; i = inactive; u = inconclusive; x = not tested or not shown. % is set by controls: 0 for no effect and ±100 for the full control effect; potency is the fitted concentration of half-maximal effect. Some of the compounds tested (hit frequency here may not be typical).

| Compound | S3 lipid droplet | S3 lipid droplet cell count max |
| --- | --- | --- |
| CCN1C(=O)[C@H]2[C@@H](c3ccc(Cl)cc3)N3C(=O)CN(CCOC)C(=O)[C@@]3(Cc3ccccc3)[C@H]2C1=O | u | x |
| CCOC(=O)C1CCCN(C(=O)c2ccccc2SCCOC)C1 (stereo not drawn) | 1% | -10 |
| CN1Cc2cc(C(=O)c3ccccc3O)cnc2NC1=O | u | x |
| N#Cc1ccc(-c2nc3cc(C#N)c(C#N)cc3nc2-c2ccccc2)cc1C#N | 3% | -5 |
| CCC(C)(C)NC(=O)C(c1cccs1)N(CC1CCCO1)C(=O)Cn1nnc2ccccc21 (stereo not drawn) | i | 6 |
| COc1ccccc1Nc1nc(-c2ccccc2O)nc2ccccc12 | u | x |
| Cc1ccc(C)c(S(=O)(=O)NCC(=O)NCc2ccco2)c1 | -9% | -9 |
| COc1ccccc1N1CCN(CCC(=O)Nc2cccc(Cl)c2)CC1 | -5% | -8 |
| COc1ccc(S(=O)(=O)NCc2ccncc2)cc1OC | u | x |
| CCC(C)(C)NC(=O)C(c1ccc(C)cc1)N(CC1CCCO1)C(=O)CCC(=O)Nc1ccccn1 (stereo not drawn) | i | -2 |
| O=C(O)C(C(O)c1ccccc1)[n+]1ccccc1 (stereo not drawn) | 3% | -9 |
| Cc1ccc(-n2nc3c(N4CCC(C(=O)NCCc5ccco5)CC4)nnc(C)c3c2C)cc1 | u | x |
| O=C(CSc1nnnn1C1CCCCC1)Nc1nc2c(s1)CCCC2 | u | x |
| COc1cc(NC(=O)Cc2c(C(=O)O)[nH]c3ccccc23)cc(OC)c1OC | -19% | -1 |
| O=C(CSc1ccccc1)N1CCN(c2ccccc2)CC1 | -4% | 2 |
| CCCN(CC1CC1)C(=S)NC(=O)C1CC1 | 2% | 1 |
| Fc1cc(F)c2nc(N3CCCC3)sc2c1 | 1% | -2 |
| CCCNC(=S)N1CCC(n2cnc3ccccc32)CC1 | u | x |
| Cc1cc(NO)c(C(C)C)cc1N=O | u | x |
| COc1ccc(-c2n[nH]c(C)c2-c2cscn2)c(O)c1 | 12% | 10 |
| CCNC(=O)C12CCC(C)(C(=O)O1)C2(C)C (stereo not drawn) | u | x |
| CCOC(=O)/C(C#N)=C/c1cn(CCC(=O)O)nc1-c1ccc(OC)cc1 | 6% | -6 |
| N#C/C(=C\Nc1ccccc1O)c1nc2ccccc2o1 | -3% | -9 |
| CC(=O)c1cccc(NC(=O)C(=O)Nc2cccc3ccccc23)c1 | 3% | -1 |
| CCOC(=O)C(CC(C)C)CP(=O)(O)CNC(=O)OCc1ccccc1 (stereo not drawn) | u | x |
| C=CCN1C(=O)c2ccc(C(=O)OCC(=O)Nc3ccc(S(N)(=O)=O)cc3)cc2C1=O | 25% | 9 |
| COc1ccc(CN2CCN(C(=O)c3cc(-c4cccnc4)nc4ccc(Cl)cc34)CC2)c(OC)c1OC | -2% | 11 |
| CCOC(=O)C1=C(C)NC(=S)NC1c1cc(C)sc1C (stereo not drawn) | 13% | 0 |
| COc1ccc(N(CC(=O)NCc2ccccn2)S(=O)(=O)c2ccccc2[N+](=O)[O-])c(OC)c1 | u | x |
| O=C1N(c2ccccc2C(F)(F)F)O[C@]1(c1ccccc1)C1CCCC1 | u | x |
| CCN(C(=O)C1CCN(c2nc(-c3ccc(OC)cc3)no2)CC1)c1ccc(OC)cc1 | 22% | -5 |
| O=C(CCCN1C(=O)c2ccccc2C1=O)Nc1ccc(Br)cn1 | -26% | 16 |
| CCOC(=O)c1ccc(NC(=O)COc2ccc(-n3cnnn3)cc2)cc1 | i | x |
| CC(C)CN(C(=O)CN1C(=O)NC2(CCc3ccccc32)C1=O)C1CCS(=O)(=O)C1 (stereo not drawn) | u | x |
| c1ccc(SCc2cc(-c3ccccc3)no2)cc1 | 18% | 4 |
| Clc1ccc(Cn2ccc(-c3ccc4c(c3)OCO4)n2)cc1Cl | u | x |
| O=C(NC1CCC(O)CC1)c1ccc(NS(=O)(=O)c2cccc([N+](=O)[O-])c2)cc1 (stereo not drawn) | -15% | -1 |
| COc1ccc(Cn2nnnc2C(CC(C)C)N2CCN(c3ccccc3)CC2)cc1 (stereo not drawn) | 12% | -14 |
| O=C(NCc1ccccc1)C1CCCN1C(=O)Nc1ccccc1[N+](=O)[O-] (stereo not drawn) | 0.73µM* | 15* |
| O=C(CN1CCN(CC(=O)Nc2ccccc2Cl)CC1)NCC1(N2CCOCC2)CCCCC1 | u | x |
| CC[C@@H](C)C(C(=O)N1CCN(C(=O)OC(C)(C)C)CC1)n1cc(-c2cn([C@@H](C)C(=O)N3CCN(C(=O)OC(C)(C)C)CC3)nn2)nn1 (stereo partly drawn) | 29% | 11 |
| COC(=O)CNc1n[nH]c(=S)[nH]c1=O | -2% | -1 |
| COc1cc(/C=C2/SC(=S)N(CC(=O)NC(C)(C)C)C2=O)cc(OC)c1OC | u | x |
| CC(C)(C)c1ccc(C(=O)NCC(=O)N2CCC3(CC2)NCCc2[nH]cnc23)cc1 | i | 20 |
| CCCCCCCC(=O)NNC(=O)c1ccc([N+](=O)[O-])cc1 | 6% | 2 |
| Cc1ccc(NC(=O)CSC2=C(C#N)C(c3ccco3)C3=C(CC(C)(C)CC3=O)N2)cc1 (stereo not drawn) | u | x |
| COc1ccc(S(=O)(=O)N2CCCC2)cc1Br | u | x |
| O=C(Nc1cccc(-c2cccc(Cl)c2)c1)C1CCN(Cc2ccon2)CC1 | u | x |
| Cc1ccsc1C(=O)OCC(=O)Nc1c(Cl)cccc1C(F)(F)F | 6% | 4 |
| CC(C)C[C@H](NC(=O)c1nc[nH]c1C(=O)NCCCCCNC(=O)OC(C)(C)C)C(=O)OCc1ccccc1 | u | x |

(more compounds)
| Compound | S3 lipid droplet | S3 lipid droplet cell count max |
| --- | --- | --- |
| CN(C)S(=O)(=O)c1ccc(C(=O)NNc2nc(-c3ccccc3)c3cc(Br)ccc3n2)cc1 | u | x |
| COc1ccc(-c2c(-c3ccc(OCC(=O)NN)cc3O)n[nH]c2C)cc1OC | i | x |
| O=S(=O)(Nc1nccs1)c1ccc(Nc2nnc(-c3ccccc3)c3ccccc23)cc1 | 6% | x |
| COc1cccc(CNC(=O)C2CCN(S(=O)(=O)N3CCCC3)CC2)c1 | 17% | 4 |
| COc1ccc(CC(NC(C)=O)C(=O)NC2CCN(c3nnnn3-c3ccccc3)CC2)cc1OC (stereo not drawn) | 16% | -4 |
| CCn1ncc(/C=N\NC(=O)c2cc(-c3ccc(C)cc3C)nc3ccccc23)c1C | u | x |
| NC(=O)COC(=O)c1cccnc1Nc1ccccc1F | u | x |
| COc1ccc(F)c(CN(C)CC2CCCN(CCc3ccc(F)cc3)C2)c1 (stereo not drawn) | i | 1 |
| C/C(=N\OC(=O)c1ccccc1)c1cc(-c2ccc(Cl)cc2)no1 | 4% | 5 |
| Nn1c(Cc2cccc3ccccc23)n[nH]c1=S | 2% | 13 |
| S=C(Nc1ccc(Cl)cc1Cl)NC1CCN(Cc2ccccc2)CC1 | u | x |
| CCCN(C(=O)CCCSc1nc2ccccc2[nH]1)c1c(N)n(Cc2ccccc2)c(=O)[nH]c1=O | u | x |
| O=C(Nc1ccc2c(c1)OCCO2)c1ccc(Cl)c(S(=O)(=O)N2CCCCC2)c1 | u | x |
| COc1ccc(N2CC(O)=C(c3nc(-c4ccc(F)cc4)cs3)C2=N)cc1OC | i | x |
| COc1ccc(S(=O)(=O)Nc2ccc3c(c2)OCO3)cc1C(=O)O | u | x |
| COc1ccc(-n2ncc3c(Nc4cccc(C)c4)ncnc32)cc1 | i | -7 |
| N/C(=N\OC(=O)Cc1ccc(Cl)cc1)c1ccccn1 | u | x |
| O=C(NCc1ccccn1)c1ccc(CS(=O)(=O)Cc2ccc(Cl)cc2)o1 | u | x |
| Cc1ccc(S(=O)(=O)NCCC(=O)OC(C)C(=O)NC2CC2)cc1 (stereo not drawn) | i | -10 |
| COc1ccccc1C1/C(=C(/O)c2ccccc2)C(=O)C(=O)N1CC(C)O (stereo not drawn) | -15% | 0 |
| Cc1ccc2sc3ccc(NC(=O)c4ccccc4Cl)cc3c(=O)c2c1 | u | x |
| COc1cc(CN2CCN(C(=O)c3cccc4ccccc34)CC2)cc(OC)c1O | u | x |
| COc1cc(OC)cc(N2C(=O)CSCC2=O)c1 | 0% | 1 |
| OCC[C@H]1C[C@@H](O)[C@H](O)[C@]2(Cc3ccccc3O2)O1 | u | x |
| Cc1cccc(C(=O)NNS(=O)(=O)c2ccc(F)cc2)c1 | 4% | 3 |

An excerpt of these results, with two lines to a compound:
Values run as follows: S3 lipid droplet, S3 lipid droplet cell count max
- COc1ccc(F)c(CN(C)CC2CCCN(CCc3ccc(F)cc3)C2)c1 (stereo not drawn)
  i, 1
- COc1cccc(CNC(=O)C2CCN(S(=O)(=O)N3CCCC3)CC2)c1
  17%, 4

Compound profiles, as listed above. Order of values: S3 lipid droplet, S3 lipid droplet cell count max
`COc1ccc(F)c(CN(C)CC2CCCN(CCc3ccc(F)cc3)C2)c1` (stereo not drawn) as listed: i, 1
`N/C(=N\OC(=O)Cc1ccc(Cl)cc1)c1ccccn1` as listed: u, x

Other results
| Compound | S3 lipid droplet | S3 lipid droplet cell count max |
| --- | --- | --- |
| O=S(=O)(c1cnccc1N1CCN(/N=C/c2ccc(Br)cc2)CC1)N1CCCCC1 | u | x |
| N#CCc1nc(C(c2ccccc2)c2ccccc2)no1 | u | x |
| O=C(NCc1ccccc1)c1csc(-c2cccnc2)n1 | 11% | -6 |
| C=CCN(CC=C)C(=O)C(=O)c1ccn(-c2c(C)csc2C(=O)OC)c1 | 6% | 5 |
| CSc1ccc(NS(=O)(=O)c2ccc(-n3cnnn3)cc2)cc1 | u | x |
| S=C(NC1CC1)NC1CCCc2ccccc21 (stereo not drawn) | -2% | 9 |
| Cc1nn(-c2ccccn2)c2nc(-c3cccs3)cc(C(=O)NCc3ccco3)c12 | -7% | 2 |
| COc1ccccc1N1CCN(S(=O)(=O)c2ccc3c(c2)CC(C)N3C(C)=O)CC1 (stereo not drawn) | u | x |
| CC(C)Oc1ccc(OCCNC2CCCC2)cc1 | i | 29 |
| Cn1c(SCc2ccc(Br)cc2)nnc1-c1ccccn1 | u | x |
| CN(/N=C/C=C/c1ccccc1)c1cc(=O)n(C)c(=O)[nH]1 | -1% | -12 |
| COc1ccc(-c2[nH]ncc2CN(C)Cc2nonc2C)c(OC)c1 | u | x |
| CCCCCn1c(CCC(=O)Oc2ccccc2OC)nc2c1c(=O)[nH]c(=O)n2CCCC | -8% | -12 |
| CCOc1ccccc1CN1C(=O)NC(C)(c2ccccc2)C1=O (stereo not drawn) | u | x |
| Cc1cc(C)cc(NC(=O)COC(=O)COc2cccc3c2OC(C)(C)C3)c1 | -5% | -11 |
| CCN1CCN(C(=O)c2cc3cc4ccc(OC)cc4nc3s2)CC1 | u | x |
| COc1cc(NC(=O)c2ccco2)c(C(=O)OCC(=O)c2c[nH]c3ccccc23)cc1OC | u | x |
| O=C(Cn1nc(C(F)(F)F)c2c1CCC2)NC1CCCCC1 | 6% | 1 |
| CCOc1ccc(S(=O)(=O)N2CCCCCC2)cc1 | u | x |
| CCOc1ccc(NC(=O)COc2nsnc2N2CCOCC2)cc1 | u | x |
| Cc1cccc(N(C(=O)Cn2nnc(-c3ccc(F)cc3)n2)C(C(=O)NC(C)(C)C)c2ccncc2)c1 (stereo not drawn) | u | x |
| COc1cccc(/C=N/NC(=O)C(=O)N2CCCCCC2)c1OC | u | x |
| CCN(CC(=O)NCc1ccc(Cl)cc1)C(=O)CCOc1ccc(C)cc1 | -20% | 5 |
| N=c1c(S(=O)(=O)c2ccccc2)cc2c(=O)n3ccccc3nc2n1C1CCCC1 | u | x |
| CC1CC(Nc2cccc(O)c2)=CC(=O)O1 (stereo not drawn) | 7% | 9 |
| Cc1cc(-c2ccccc2)n(-c2ccccc2)n1 | u | x |
| Cc1ccc(CN2CCN(C3CCOCC3)CC2CCO)cc1 (stereo not drawn) | 15% | -1 |
| C=CCn1cccc(C(=O)Nc2ccc(N(C)C)cc2)c1=O | i | 7 |
| CC1SCC(=O)N(CC(=O)NCCc2ccccc2)C1=O (stereo not drawn) | -26% | -18 |
| CCOc1cc(N2CCOCC2)c(OCC)cc1NC(=O)Cn1cnc2c(=O)n(C)c(=O)n(C)c21 | u | x |
| COc1ccc(Cc2noc(CN3CCCC(C(=O)c4cccs4)C3)n2)cc1OC (stereo not drawn) | 5% | -3 |
| COc1ccc(-c2c(C(C)=O)c(C)n(C)c2C)cc1 | -11% | 14 |
| Nc1ccccc1SCC(O)Cn1ccc2ccccc21 (stereo not drawn) | -2% | -14 |
| CCn1c(C)nc2cc(C(=O)NNC(=O)CCC3CCCCC3)ccc21 | u | x |
| COc1cccc(/C=N/NC(=O)CN2CC(c3ccccc3)CC2=O)c1OC (stereo not drawn) | u | x |
| COc1ccc(C2C(C(=O)N3CCC(C)CC3)c3ccccc3C(=O)N2C)cc1 (stereo not drawn) | 1% | 1 |
| C=CCNC(=O)c1cc(Cl)ccc1[N+](=O)[O-] | i | 5 |
| COc1cccc(NC(=O)CSC2=NN3CCCC(=O)N=C3S2)c1 | i | -4 |

Part of the list above, as labelled records:
COc1cccc(/C=N/NC(=O)CN2CC(c3ccccc3)CC2=O)c1OC (stereo not drawn)
  S3 lipid droplet: u
  S3 lipid droplet cell count max: x

Cc1ccc(CN2CCN(C3CCOCC3)CC2CCO)cc1 (stereo not drawn)
  S3 lipid droplet: 15%
  S3 lipid droplet cell count max: -1

C=CCNC(=O)c1cc(Cl)ccc1[N+](=O)[O-]
  S3 lipid droplet: i
  S3 lipid droplet cell count max: 5

CC1SCC(=O)N(CC(=O)NCCc2ccccc2)C1=O (stereo not drawn)
  S3 lipid droplet: -26%
  S3 lipid droplet cell count max: -18

Screening results as filed in PubChem BioAssay.
